TROY signal inh: inhibitors of TROY-driven NF-kB signaling, primary screen, Q293 LMP1-TROYcd cells, NF-kB luciferase, uHTS; 0.98% of 360,000 active; inhibition, % at 10 µM; AID 1347056, 2019; Q293 LMP1-TROYcd NF-kB luciferase reporter, 4 h;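 active = compounds whose plate-normalised and pattern-corrected inhibition of the luciferase reporter signal at the single screening dose is 50% or more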
KKLEB tox: cytotoxicity in KKLEB CF airway cells, primary screen, cytotoxicity control for CF NF-kB inhibitor project, cell-based, uHTS, fluorescence assay plates; KKLEB CF airway cells viability, ATPlite luminescence, overnight; stronger effect = lower value; cells stimulated with P. aeruginosa culture filtrate; AID 602141, 2011; activity change (cytotoxicity), % at 5 µM; 0.36% of 360,000 active;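 active = corrected activity change at or below -50% at 5 µM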
NCOA2 inhibitor: inhibition of GAL4-SRC2 driven luciferase reporter, primary screen, SRC2 inhibitor project, cell-based, luminescence; Nuclear receptor coactivator 2 (Homo sapiens), Q15596; HEK293 GAL4-SRC2 luciferase reporter; inhibition, % at 9 µM; 0.17% of 370,000 active;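 active = inhibition above the mean inhibition of all tested compounds plus 3 SD, set per campaign, cut at about 52% in these data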;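 note: 0% = DMSO treated cells and 100% = cells given Gossypol at 36 µM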
Target sequence (Q15596 whole entry, looked up, the tested form may be a part): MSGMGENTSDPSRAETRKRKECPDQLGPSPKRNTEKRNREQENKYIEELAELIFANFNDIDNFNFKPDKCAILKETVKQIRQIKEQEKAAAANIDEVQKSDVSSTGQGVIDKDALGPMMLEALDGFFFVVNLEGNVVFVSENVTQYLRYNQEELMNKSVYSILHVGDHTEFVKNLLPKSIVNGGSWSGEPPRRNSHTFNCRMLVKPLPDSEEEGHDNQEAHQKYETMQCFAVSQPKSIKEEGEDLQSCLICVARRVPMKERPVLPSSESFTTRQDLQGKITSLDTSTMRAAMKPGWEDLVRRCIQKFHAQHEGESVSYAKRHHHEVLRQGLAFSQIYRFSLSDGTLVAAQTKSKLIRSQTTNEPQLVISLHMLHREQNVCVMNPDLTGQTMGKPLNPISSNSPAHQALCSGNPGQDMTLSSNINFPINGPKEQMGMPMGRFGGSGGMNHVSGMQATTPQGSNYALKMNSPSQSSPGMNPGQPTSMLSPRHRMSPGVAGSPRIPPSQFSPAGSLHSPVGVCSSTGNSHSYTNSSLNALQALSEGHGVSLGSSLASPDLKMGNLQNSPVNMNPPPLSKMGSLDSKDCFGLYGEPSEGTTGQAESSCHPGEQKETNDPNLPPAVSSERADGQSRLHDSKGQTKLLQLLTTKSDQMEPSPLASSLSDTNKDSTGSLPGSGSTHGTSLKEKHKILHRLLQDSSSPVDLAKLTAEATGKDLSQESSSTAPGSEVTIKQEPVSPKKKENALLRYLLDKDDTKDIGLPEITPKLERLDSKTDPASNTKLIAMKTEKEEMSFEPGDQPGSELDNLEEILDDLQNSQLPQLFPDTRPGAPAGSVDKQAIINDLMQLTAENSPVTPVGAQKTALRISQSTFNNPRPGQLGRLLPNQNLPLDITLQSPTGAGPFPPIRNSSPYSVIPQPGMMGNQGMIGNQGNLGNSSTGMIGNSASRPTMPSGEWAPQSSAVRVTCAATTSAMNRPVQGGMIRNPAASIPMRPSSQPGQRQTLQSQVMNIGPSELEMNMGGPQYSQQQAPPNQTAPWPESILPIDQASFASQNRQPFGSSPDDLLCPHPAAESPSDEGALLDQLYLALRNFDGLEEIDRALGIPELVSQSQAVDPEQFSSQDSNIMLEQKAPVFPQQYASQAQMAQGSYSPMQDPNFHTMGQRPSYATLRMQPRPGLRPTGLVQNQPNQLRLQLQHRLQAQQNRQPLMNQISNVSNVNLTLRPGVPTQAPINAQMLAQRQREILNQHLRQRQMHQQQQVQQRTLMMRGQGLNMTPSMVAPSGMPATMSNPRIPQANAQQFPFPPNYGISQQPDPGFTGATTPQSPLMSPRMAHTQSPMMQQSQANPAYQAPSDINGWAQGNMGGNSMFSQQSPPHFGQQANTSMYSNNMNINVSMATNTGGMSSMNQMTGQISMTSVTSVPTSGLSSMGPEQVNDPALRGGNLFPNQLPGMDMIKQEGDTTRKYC
NR5A2 inv ag: LRH-1 (NR5A2) inverse agonists, primary screen, cell-based, luminescence, HEK293T, StAR-luciferase reporter. inhibition, % at 3.6 µM. LRH-1 transfected, 24 h. 0.13% of 360,000 active. Nuclear receptor subfamily 5 group A member 2 (Homo sapiens), O00482;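 active = inhibition above the mean inhibition of all tested compounds plus 3 SD, cut at about 73% in these data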;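 note: 0% = DMSO wells and 100% = reporter-only cells lacking LRH-1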
TWEAK Fn14 block: inhibitors of TWEAK-Fn14 signaling, primary screen, luciferase reporter cells, uHTS; TWEAK-stimulated Fn14 reporter cells, luciferase luminescence, 8 h; inhibition, % at 10 µM; 2% of 360,000 active; AID 1159606, 2016; in the data active = inhibition above about 50%
CF NFkB inh: inhibitors of PAF-induced NF-kB signaling, primary screen, cell-based, GFP fluorescence, uHTS | KKLEB NF-kB-GFP reporter, GFP fluorescence overnight | inhibition, % at 5 µM | 0.86% of 360,000 active;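 active = at least 50% inhibition at 5 µM, scaled per plate between neutral and stimulator controls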;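 note: PAF is a Pseudomonas aeruginosa culture filtrate used as stimulus; plate controls were PAF-stimulated DMSO wells for no effect and unstimulated DMSO wells for full effect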
COUP-TFII inh: NR2F2 transcriptional activity inhibitors, primary screen, cell-based, luciferase reporter, HEK293T, luminescence; HEK293T NGFI-A luciferase reporter; COUP transcription factor 2 (Homo sapiens), P24468; inhibition, % at 8.6 µM; 0.7% of 370,000 active;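 active = inhibition above a per-plate cutoff, mean inhibition of test wells between control levels plus 3 SD, cut at about 38% in these data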;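 note: cells cotransfected with COUP-TFII expression vector driving the NGFI-A reporter; 0% = median of COUP-TF2 test wells and 100% = reporter-only cells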
EBV LMP1 NFkB: EBV LMP1-driven NF-kappaB luciferase reporter inhibitors, primary screen, cell-based, luminescence, single point; LMP1-induced NF-kappaB luciferase reporter cells; inhibition, % at 12.5 µM; 0.69% of 350,000 active; AID 504558, 2011; in the data active = inhibition above about 41%;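 note: 0% = neutral control wells and 100% = reference inhibitor control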
NCOA3 inh: SRC3 coactivator transcriptional activity inhibitors, primary screen, cell-based, luminescence. Nuclear receptor coactivator 3 (Homo sapiens), Q9Y6Q9. HEK293 GAL4-SRC3 luciferase reporter. inhibition, % at 3.6 µM. 0.17% of 360,000 active;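 active = inhibition above a per-campaign cutoff, the mean of all compounds plus 3 SD, cut at about 60% in these data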;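 note: 0% = DMSO-treated cells and 100% = gossypol-treated cells at 36 µM; higher means less SRC3-driven luciferase light from the GAL4 reporter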
NCOA1 inh: SRC1 coactivator transcriptional activity inhibitors, primary screen, cell-based, luminescence. inhibition, % at 3.6 µM. Nuclear receptor coactivator 1 (Homo sapiens), Q15788. AID 588354, 2011. HEK293 GAL4-SRC1 luciferase reporter. 0.12% of 360,000 active;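 active = inhibition above the campaign mean plus 3 SD, with each screening campaign given its own cutoff, cut at about 60% in these data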;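 note: 0% = DMSO treated cells and 100% = gossypol at 36 µM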
TRAIL sens C8: viability loss with TRAIL in NB7+C8 cells, primary screen, TRAIL sensitizer project, cell-based, ATPlite luminescence; inhibition (viability loss, TRAIL sensitization), % at 10 µM; 1% of 360,000 active;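 active = compounds causing at least 50% loss of cell viability in the single-dose screen, relative to plate controls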
Numbers without * were called inactive; / = not tested or not shown.

SMILES	TROY signal inh	KKLEB tox	NCOA2 inhibitor	NR5A2 inv ag	TWEAK Fn14 block	CF NFkB inh	COUP-TFII inh	EBV LMP1 NFkB	NCOA3 inh	NCOA1 inh	TRAIL sens C8
Cc1ccccc1C(=O)NC(NC(=O)c1ccccc1C)c1cccc([N+](=O)[O-])c1	2	2	-13	8	-12	3	2	-4	-5	3	2
O=C(CCSc1ccccc1)NC1CCCCCC1	-80	-2	-23	-18	-3	16	-17	-35	1	-10	-6
COc1ccc(Cl)cc1NC(=O)CN(C)Cc1ccc(OC)c(OC)c1	2	-2	10	4	15	7	3	4	1	2	9
Cc1ccc(CN2C(=O)CCSc3ccc(Cl)cc32)cc1	12	0	11	14	-11	13	13	-1	3	5	-1
N#CCO/N=C/C(=O)Nc1ccc(F)cc1F	-34	-2	-17	-7	-2	-1	-40	3	1	3	4
Cc1onc(-c2ccccc2Cl)c1C(=O)Nc1nnc(-c2ccc(Br)cc2)s1	28	4	-26	-34	22	34	-14	2	-23	-17	16
Fc1ccc(C2=CC(c3ccco3)n3nnnc3N2)cc1 (stereo not drawn)	-22	-2	-13	-4	-7	-25	-7	/	9	-11	10
Cc1cc(NC(=O)c2cccc3ccccc23)cc(C)c1OCC(=O)N1CCOCC1	6	-3	-10	-1	3	-1	8	3	2	-14	8
Cc1cccc(C)c1OCc1nc2ccccc2c(=O)n1/N=C/c1c[nH]c2ccccc12	-13	7	-10	1	-8	13	10	1	28	-48	5
OC(CN1CCCC1)Cn1ccc2ccccc21 (stereo not drawn)	2	3	-8	6	15	-2	8	9	-20	5	-13
CCOc1ccc(C(=O)N(Cc2ccc(N(C)C)cc2)C2CCS(=O)(=O)C2)cc1 (stereo not drawn)	-43	-4	0	-6	4	7	-21	1	10	-5	-4
Cc1cc2[nH]c(=O)c(=O)[nH]c2cc1S(=O)(=O)Nc1cccc(Cl)c1C	1	-3	7	9	12	-2	11	-3	9	7	2
Cc1cccc(NC(=O)CNC(=O)COc2ccc(C(=O)c3ccc(F)cc3)cc2)c1C	22	-20	16	-15	27	-2	8	5	0	5	24
COc1ccc2nc(-c3ccccc3)nc(C3CCCCC3)c2c1	-14	-2	-15	-20	-2	22	-10	3	-12	1	5
COCCN(CC1CCCN(C2Cc3ccccc3C2)C1)C(=O)c1cccc(C)c1 (stereo not drawn)	-24	12	15	15	-6	-11	-17	8	20	-4	2

Shown with values under each structure: 7 of the compounds above
Screens in order: TROY signal inh, KKLEB tox, NCOA2 inhibitor, NR5A2 inv ag, TWEAK Fn14 block, CF NFkB inh, COUP-TFII inh, EBV LMP1 NFkB, NCOA3 inh, NCOA1 inh, TRAIL sens C8
Cc1cc(NC(=O)c2cccc3ccccc23)cc(C)c1OCC(=O)N1CCOCC1
    6, -3, -10, -1, 3, -1, 8, 3, 2, -14, 8
Cc1cccc(C)c1OCc1nc2ccccc2c(=O)n1/N=C/c1c[nH]c2ccccc12
    -13, 7, -10, 1, -8, 13, 10, 1, 28, -48, 5
OC(CN1CCCC1)Cn1ccc2ccccc21 (stereo not drawn)
    2, 3, -8, 6, 15, -2, 8, 9, -20, 5, -13
CCOc1ccc(C(=O)N(Cc2ccc(N(C)C)cc2)C2CCS(=O)(=O)C2)cc1 (stereo not drawn)
    -43, -4, 0, -6, 4, 7, -21, 1, 10, -5, -4
Cc1cc2[nH]c(=O)c(=O)[nH]c2cc1S(=O)(=O)Nc1cccc(Cl)c1C
    1, -3, 7, 9, 12, -2, 11, -3, 9, 7, 2
Cc1cccc(NC(=O)CNC(=O)COc2ccc(C(=O)c3ccc(F)cc3)cc2)c1C
    22, -20, 16, -15, 27, -2, 8, 5, 0, 5, 24
COc1ccc2nc(-c3ccccc3)nc(C3CCCCC3)c2c1
    -14, -2, -15, -20, -2, 22, -10, 3, -12, 1, 5

Some values from the results shown:
Cc1ccc(CN2C(=O)CCSc3ccc(Cl)cc32)cc1 | NR5A2 inv ag: 14
COc1ccc2nc(-c3ccccc3)nc(C3CCCCC3)c2c1 | TWEAK Fn14 block: -2
Cc1cc(NC(=O)c2cccc3ccccc23)cc(C)c1OCC(=O)N1CCOCC1 | COUP-TFII inh: 8
COc1ccc(Cl)cc1NC(=O)CN(C)Cc1ccc(OC)c(OC)c1 | TRAIL sens C8: 9

The list continues.
SMILES	TROY signal inh	KKLEB tox	NCOA2 inhibitor	NR5A2 inv ag	TWEAK Fn14 block	CF NFkB inh	COUP-TFII inh	EBV LMP1 NFkB	NCOA3 inh	NCOA1 inh	TRAIL sens C8
CC1CCN(C(=O)CSc2n[nH]c(-c3cccs3)n2)CC1	8	23	-9	-18	1	0	-7	7	-4	-11	-5
COc1ccc(CN(CC(=O)NC2CCCC2)C(=O)CCC(=O)Nc2nc(C)cs2)cc1	0	8	-21	3	4	-6	23	0	-5	-47	-7
Cc1ccc(-n2c(N)c(C(=O)Nc3ccccc3F)sc2=S)cc1C	-17	2	-19	-19	-34	-9	-23	5	-5	-8	-7
FC(F)(F)COc1ccc(-c2nnc(SCc3ccccc3)o2)cn1	-14	-6	-14	-11	4	6	-1	-13	12	10	2
CC(C)(C)OC(=O)NCC(=O)N1CCC(C(=O)O)CC1	-4	5	10	3	7	-2	-3	5	9	10	2
O=C(Cc1ccccc1)N1CCC2(CC1)NCCc1[nH]cnc12	-7	2	-2	-2	-1	18	-9	4	10	-40	-4
CCN(CC(=O)NNC(=O)c1ccccc1)Cc1ccc(OC)c(F)c1	-11	-4	-5	-20	16	-14	4	2	1	0	-4
CCOc1ccccc1N(C(=O)Nc1ccc(Cl)cc1)C1=NCCS1	5	14	2	-7	-22	-13	-22	-9	2	-21	1
Cc1ccc(N2C(=O)CC3(CCCC3)CC2=O)cc1	-15	-6	-9	-11	-19	8	-4	-2	8	-13	16
COc1ccc(CN(C)C(=O)COC(=O)c2cc([N+](=O)[O-])ccc2N2CCCC2)c(OC)c1OC	-8	-11	2	9	-45	26	8	6	26	-1	6
COc1ccc(NC2=NC(=S)N(c3cccc(C)c3)C23CCCCC3)cc1	15	-3	-16	4	0	7	5	7	5	-4	2
O=C(N/N=C\c1ccccc1)c1sccc1-n1cccc1	-34	13	-39	-94	-17	-6	3	5	-1	-30	-20
Cc1cccc(NC(=O)c2ccc(OCc3c(C)noc3C)cc2)c1	-6	2	-23	-10	-12	-5	6	5	-14	-5	9
CCOC(=O)c1cnc2c(C)cccc2c1NCc1ccco1	-29	-17	-17	1	35	-20	6	1	-19	13	-10
COC(=O)c1ccc(NC(=O)CN2CCOCC2)cc1	-25	-4	-30	13	-1	-5	-11	-4	-2	-13	-12

Part of the list above in a different format:
CCOC(=O)c1cnc2c(C)cccc2c1NCc1ccco1
  TROY signal inh = -29
  KKLEB tox = -17
  NCOA2 inhibitor = -17
  NR5A2 inv ag = 1
  TWEAK Fn14 block = 35
  CF NFkB inh = -20
  COUP-TFII inh = 6
  EBV LMP1 NFkB = 1
  NCOA3 inh = -19
  NCOA1 inh = 13
  TRAIL sens C8 = -10
COC(=O)c1ccc(NC(=O)CN2CCOCC2)cc1
  TROY signal inh = -25
  KKLEB tox = -4
  NCOA2 inhibitor = -30
  NR5A2 inv ag = 13
  TWEAK Fn14 block = -1
  CF NFkB inh = -5
  COUP-TFII inh = -11
  EBV LMP1 NFkB = -4
  NCOA3 inh = -2
  NCOA1 inh = -13
  TRAIL sens C8 = -12

(more compounds)
SMILES	TROY signal inh	KKLEB tox	NCOA2 inhibitor	NR5A2 inv ag	TWEAK Fn14 block	CF NFkB inh	COUP-TFII inh	EBV LMP1 NFkB	NCOA3 inh	NCOA1 inh	TRAIL sens C8
O=C(CCN1C(=O)S/C(=C/c2ccccc2)C1=O)Nc1ccc(C(=O)O)c(O)c1	-28	-4	10	-12	-25	-3	-2	5	-9	9	25
O=C(Cn1c(=O)oc2ccccc21)NC(=O)NCc1ccco1	14	3	-7	11	-13	-2	8	3	3	-10	-25
CC(NC(=O)c1ccc([N+](=O)[O-])o1)C12CC3CC(CC(C3)C1)C2 (stereo not drawn)	6	-70*	10	15	4	100*	2	-9	8	-4	14
COC(C/C=C/[C@H](O)[C@@H](C)OCc1ccccc1)OC	-1	-19	6	-1	1	-1	6	-15	1	-11	-2
CN(C)C(CNC(=O)Cc1ccc([N+](=O)[O-])cc1)c1ccccc1 (stereo not drawn)	6	-6	2	1	5	-21	14	2	4	9	-9
CCOc1ccccc1NC(=O)CN1C(=O)C(C)SC(C)C1=O (stereo not drawn)	3	-10	-2	3	-4	-1	3	-5	1	15	-5
CCOC(=O)c1n[nH]n2c1nc(=S)c1ccccc12	-10	9	-12	9	-3	-7	-3	-3	-4	-41	25
CSc1nnc(CNC(=O)c2ccccc2)n1-c1ccc(F)cc1	-1	2	5	-16	24	2	8	-2	-12	-10	-8
CCOC(=O)C1CCN(C(=O)CS(=O)Cc2nc(-c3ccc(C)cc3)oc2C)CC1 (stereo not drawn)	7	-6	-13	-4	-36	16	12	1	20	-12	3
COC(=O)c1sccc1NC(=O)Nc1ccc(OC)cc1	-43	17	-33	2	2	-26	-7	-10	-5	-36	12
C=CCNC(=S)NNC(=O)C(CCCC)CC(C)O (stereo not drawn)	2	11	-15	4	5	-8	4	-7	1	-1	-8
Cc1ccc(CCNC(=O)c2nnn(-c3cccc(C)c3)c2N)cc1	-5	1	-16	-17	2	-6	-9	-6	-4	11	4
O=C1N=C(c2ccccc2)C(c2ccccc2)N1 (stereo not drawn)	-3	-8	7	-10	2	9	-7	-6	-28	4	-6
C=CCOc1cccc(C(=O)N(C)C2CCCN(Cc3ccccc3F)C2)c1 (stereo not drawn)	7	12	-2	15	-18	-3	19	-7	-28	-7	15
CCOC(=O)C1CCCN(C(=O)/C=C/c2ccc(Cl)cc2)C1 (stereo not drawn)	-9	3	3	0	-19	-8	3	3	1	-5	5
O=C(c1ccc(-c2ccccc2)cc1)N1CCC2CC1c1cc(-c3ccc4c(c3)OCO4)ccc12 (stereo not drawn)	-15	-9	-3	4	4	0	-4	/	8	7	-9
CC(c1ccc(F)cc1)n1cc(S(=O)(=O)N2CCCC2)ccc1=O (stereo not drawn)	-4	12	-6	13	-2	9	12	-4	7	0	-13
O=c1c2c3nc4ccccc4nc3n(/N=C/c3ccncc3)c2ncn1-c1ccccc1	-16	-3	/	-12	-50	-40	/	/	3	14	-21
CCOc1ccc(-n2nc3c(Cl)nnc(C)c3c2C)cc1	17	1	7	-10	-14	-6	-1	3	12	1	-6
CCOC(=O)N1CCC(N(CCOC)C(=O)Nc2ccc(C)c(C)c2)CC1	2	-11	-1	4	-43	4	-11	7	5	6	-14
